Screening data as filed in PubChem BioAssay.
Pol beta inh: DNA polymerase beta (human) inhibition; P06746; Potency, µM (highest dose often 114 µM), inactives show top-dose activity change, negative = inhibition, actives largely listed as inhibitors; Pol beta primer extension/strand displacement, fluorescence kinetic; hit rate 1.3% among 340,000; also: potency is read from the fitted curve at half-maximal effect; % is scaled to controls: 0 for no effect and ±100 for the full control effect
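Reaction started by 50 nM substrate onto compound-treated Pol beta (10 nM, 15 min preincubation, room temperature); plates read at 0 min and 10 min. Normalized concentration-effect data fitted by four-parameter Hill equation.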
POLI inh: blocks human DNA polymerase iota activity; Q9UNA4; Pol iota fluorescent replication assay, 10 min; Potency, µM (series often up to 115 µM), without a hit: at the top dose activity, negative = inhibition, hits mostly inhibitors; hit rate 1% among 390,000; AID 588590; also: potency is read from the fitted curve at half-maximal effect
Target sequence (Q9UNA4 whole entry, looked up): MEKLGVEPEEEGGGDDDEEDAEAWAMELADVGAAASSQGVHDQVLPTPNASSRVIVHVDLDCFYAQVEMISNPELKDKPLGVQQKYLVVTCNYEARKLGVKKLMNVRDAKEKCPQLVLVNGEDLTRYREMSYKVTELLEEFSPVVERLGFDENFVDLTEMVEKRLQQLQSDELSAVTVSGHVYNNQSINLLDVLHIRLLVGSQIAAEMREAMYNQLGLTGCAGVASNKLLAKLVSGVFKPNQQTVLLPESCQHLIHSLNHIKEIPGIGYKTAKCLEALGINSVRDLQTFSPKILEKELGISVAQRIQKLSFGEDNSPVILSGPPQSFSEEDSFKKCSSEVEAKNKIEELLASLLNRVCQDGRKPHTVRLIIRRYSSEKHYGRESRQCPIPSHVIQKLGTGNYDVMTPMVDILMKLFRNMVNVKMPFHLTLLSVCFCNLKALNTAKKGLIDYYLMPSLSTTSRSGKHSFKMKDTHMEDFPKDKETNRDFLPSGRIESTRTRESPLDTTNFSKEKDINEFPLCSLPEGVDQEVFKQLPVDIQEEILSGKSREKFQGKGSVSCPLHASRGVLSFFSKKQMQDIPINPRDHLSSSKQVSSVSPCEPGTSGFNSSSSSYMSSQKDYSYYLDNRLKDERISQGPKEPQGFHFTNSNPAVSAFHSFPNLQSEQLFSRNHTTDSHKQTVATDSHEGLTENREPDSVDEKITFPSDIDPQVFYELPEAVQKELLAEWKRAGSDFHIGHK
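Pol iota at 10 nM preincubated 15 min with compounds at room temperature; reaction started with fluorescent substrate, 50 nM final. Fluorescence read kinetically at 0 and 10 min; buffer-only wells as negative control.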
APEX1 inh: APE1 (human) endonuclease inhibition; P27695; recombinant APE1, TAMRA/BHQ-2 abasic DNA cleavage fluorescence; Potency, µM (doses to about 65.8 µM), inactives show top-dose activity change, negative = inhibition, hits mostly inhibitors; hit rate 0.35% among 350,000;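 also: potency is read from the fitted curve at half-maximal effect; plate controls were vehicle for no effect and reference inhibitor for full effect; nearly all actives have a fitted effect of over 55% in size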
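Endonuclease cleavage of a quenched abasic-site DNA duplex (50 nM) by APE1 (0.75 nM) was tracked by TAMRA dequenching. Compounds were preincubated with enzyme 15 min at room temperature; data normalized to buffer-only and DMSO wells plus NSC13755 control.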
BLM helicase inh: Bloom syndrome helicase (human) inhibition; P54132; recombinant BLM DNA unwinding, fluorescence dequenching; Potency, µM (titrated, usually from 56.1 µM), for inactives: at the highest dose activity change, negative = inhibition, usual class: inhibitors; hit rate 0.2% among 350,000; AID 2528;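 also: potency is read from the fitted curve at half-maximal effect; plate controls were vehicle for no effect and no enzyme for full effect; nearly all actives have a fitted effect of over 35% in size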
TRHR agonist: agonists of human TRH receptor | P34981 | TRHR cells, calcium flux fluo-8, FDSS agonist mode | activation, % at 2 µM | hit rate 0.18% among 360,000 | AID 493084; in the data active = activation above about 30%; also: 0% is about no effect
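Steps: seed TRHR cells overnight; add fluo-8 no-wash Ca dye, RT 30 min–1.5 h; record 10 s baseline; pin-transfer compounds; monitor fluorescence 1 cycle/s for the agonist window. Calcium increases flag candidate agonists.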
ERG-DNA inh: ERG Ets/DNA interaction inhibition; Potency, µM (series often up to 76.9 µM), for the others: at the highest dose FP activity, negative = inhibition, usual class: inhibitors; fluorescence polarization, His-ERG Ets domain / labelled DNA; P11308; hit rate 0.028% among 370,000; AID 624246; active = well fitted inhibition curve with a large enough effect in the polarisation, with a control signal flat; inconclusive = small, poorly fitted or top-dose-only effect, or effect the other way, or a change in a side signal; inactive = no such curve, though single readings can be large or run the other way; the % refers to the polarisation;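 also: polarization taken with two DNA probes labelled with fluorescein and Texas red; potency is read from the fitted curve at half-maximal effect; % of control where 0% means no effect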
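His-tagged ERG Ets domain (1 uM in the protein solution; 300mM KCl, 50mM Tris-HCl, 1mM EDTA, 1mM DTT, pH 7.5) received compound, then a probe mix of 5 nM fluorescein-DNA and 100nM Texas-615-DNA. Fluorescence polarization was read for both dyes.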
Anesthetic bind: binds horse apoferritin like a general anesthetic | apoferritin/1-aminoanthracene competitive binding, fluorescence | Potency, µM (highest dose often 77.5 µM), for inactives: top-dose activity change, negative = displacement, hits mostly inhibitors | hit rate 0.074% among 350,000 | AID 485281; also: potency is read from the fitted curve at half-maximal effect; % is scaled to controls: 0 for no effect and ±100 for the full control effect; nearly all actives have a fitted effect of over 20% in size
Target sequence (P02791 2-175 limits assumed): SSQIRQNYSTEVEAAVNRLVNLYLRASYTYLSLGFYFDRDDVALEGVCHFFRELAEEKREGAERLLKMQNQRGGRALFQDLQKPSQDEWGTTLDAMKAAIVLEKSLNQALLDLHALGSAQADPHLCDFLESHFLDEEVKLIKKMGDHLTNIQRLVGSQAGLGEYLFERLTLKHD
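Apoferritin-based anesthetic binding model; compound displacement of fluorescent 1-AMA measured as endpoint fluorescence after 10 minutes at room temperature, scaled to free-ligand and complex controls.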
Pol kappa inh: blocks human DNA polymerase kappa activity; purified Pol kappa, fluorescent DNA synthesis assay, 10 min; Potency, µM (doses to about 107 µM), without a hit: at the top dose activity, negative = inhibition, usual class: inhibitors; hit rate 0.53% among 400,000; AID 588579; also: potency is read from the fitted curve at half-maximal effect; % is scaled to controls: 0 for no effect and ±100 for the full control effect
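Pol kappa 10 nM + cpd, 15 min RT; start w/ substrate 50 nM final; fluorescence kinetic read, 0 and 10 min. Neg ctrl: buffer, no enzyme.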
12-LOX inh: ALOX12 (human) lipoxygenase inhibition. hit rate 1.1% among 580,000. purified 12hLO, xylenol orange hydroperoxide absorbance. Potency, µM (doses to about 108 µM), inactives show at the top dose activity change, negative = inhibition, hits mostly inhibitors. AID 1671190. P18054; also: potency is read from the fitted curve at half-maximal effect; % is scaled to controls: 0 for no effect and ±100 for the full control effect
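Purified human 12hLO (150 nM final) in 25 mM Hepes, 0.01% Triton X-100, pH 7.0 was preincubated 15 min at room temperature with compound. Then 40 uM arachidonic acid was added, 30 min. Hydroperoxide was read by Fe-XO absorbance ratio 573/405 nm.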
Active calls of the source: *; ? = inconclusive; / = not tested or not shown; & = joins results of further samples; [ ] = dose if it differs, or a comment. Unless noted, calls follow the shape of the dose curve; as a rule, active = well fitted curve in the direction sought with a large enough effect; inconclusive = small, poorly fitted or top-dose-only effect, or another doubt; inactive = no such curve, though single readings can be large; an effect the other way counts as inactive or inconclusive. Not all compounds are listed; the hit share may differ from the screen's.

Order of results: Pol beta inh, POLI inh, APEX1 inh, BLM helicase inh, TRHR agonist, ERG-DNA inh, Anesthetic bind, Pol kappa inh, 12-LOX inh
[1] COc1ccc2c(c1)c(CCN)c(C)n2Cc1ccccc1
  19%, -12%, -7%, 5%, 0.5, 1%, -10%, 2%, -12%
[2] O=C(O)c1ccc[nH]c1=S
  3%, ?, 3%, 0%, 0.5, -1%, -5%, -18%, ?
[3] Cc1ccc(C(=O)NC2CC3CCC(C2)N3)cc1 (stereo unspecified)
  19%, -18%, 3%, -2%, 1.2, 13%, -1%, 14%, -3%
[4] COc1cc2c(cc1OC)-c1c(OC)c(OC)c(OC)c3ccnc(c13)C2=O
  -14%, ?, ?, 0%, 1.0, 38%, 0%, -19%, -10%
[5] O=C(Nc1ccccc1)N1CC2CC(C1)c1cccc(=O)n1C2 (stereo unspecified)
  59%, -5%, 18%, -4%, 0.0, 7%, -5%, -2%[60.1 µM], 7%
[6] CCOC(=O)C1C(OC(=O)c2ccccc2)CC2CCC1N2C (stereo unspecified)
  /, 4%, /, /, /, 17%, /, -11%, 0%
[7] O=[N+]([O-])c1ccc(N2CCCC2)c(F)c1Br
  42%, ?, 5%, -2%, 0.0, -6%, -2%, -4%, -5%
[8] CC(=O)Cc1ccc(OC(C)C)cc1
  88%[activator], 57%[activator], 2%, -2%, -0.6, -9%, -3%, 2%, -23%
[9] COc1ccc(S(=O)(=O)NC(CC(=O)N2CCC3(CC2)OCCO3)c2ccco2)cc1 (stereo unspecified)
  20%, 10%, 11%, 3%, 0.4, -14%, 5%, -7%, -1%
[10] COc1ccc(-[n+]2c(-c3ccccc3)cc(-c3ccccc3)cc2-c2ccccc2)cc1
  /, 8%, -7%, /, 0.5, -3%, /, -11%, -2%

Single records, from the list above:
Results for COc1ccc2c(c1)c(CCN)c(C)n2Cc1ccccc1 → Pol beta inh: 19%; POLI inh: -12%; APEX1 inh: -7%; BLM helicase inh: 5%; TRHR agonist: 0.5; ERG-DNA inh: 1%; Anesthetic bind: -10%; Pol kappa inh: 2%; 12-LOX inh: -12%
Results for CCOC(=O)C1C(OC(=O)c2ccccc2)CC2CCC1N2C (stereo unspecified) → Pol beta inh: /; POLI inh: 4%; APEX1 inh: /; BLM helicase inh: /; TRHR agonist: /; ERG-DNA inh: 17%; Anesthetic bind: /; Pol kappa inh: -11%; 12-LOX inh: 0%

Later entries:
Order of results: Pol beta inh, POLI inh, APEX1 inh, BLM helicase inh, TRHR agonist, ERG-DNA inh, Anesthetic bind, Pol kappa inh, 12-LOX inh
[11] O=C(c1ccc2c(c1)N(Cc1ccc(F)cc1)CCS2)N1CCC2(CC1)OCCO2
  ?, 25%, -3%, -5%, 0.1, 14%, 4%, -20%, 1%
[12] COc1ccc(CN(C)S(=O)(=O)c2nnc(NC(=O)c3ccccc3Br)s2)cc1
  ?, 11%, 13%, -7%, 0.2, -4%, -18%, -21%, 2%
[13] NC(C(=O)O)c1cc(=O)[nH]o1 (stereo unspecified)
  2%[57.1 µM], 3%, 3%&14%&1%, /, -1.7, 0%, /, 9%[60.1 µM], ?
[14] CC(C)[N+]12CCC(CC1)C(C(O)(c1ccccc1)c1ccccc1)C2 (stereo unspecified)
  1%, 11%, 2%, -4%, 1.0, 5%, -2%, 2%, 0%
[15] O=C(CNC(=O)OCc1ccccc1)NCC(=O)Nc1ccc(Br)cc1C(=O)c1ccccc1
  14%, 13%, 5%, -7%, -2.5, -5%, -22%, -7%, -7%
[16] CS(=O)(=O)N1Cc2cnnn2-c2ccccc2C1C#N (stereo unspecified)
  /, -7%, /, /, /, 7%, /, -5%, -5%
[17] O=C(Nc1ccc(Cl)cc1)N1CC2CC(C1)c1cccc(=O)n1C2 (stereo unspecified)
  -3%, 8%, 8%, 0%, 1.2, 5%, -2%, 0%, 4%
[18] COC(=O)C1=C(c2ccccc2)C[C@@H]2CC[C@H]1N2C(=O)NCCO
  /, -5%, /, /, /, 7%, /, 6%, -4%
[19] CSc1ncc(/C=C2/C(=O)NC(=O)N(C3CCCCC3)C2=O)cn1
  1%, ?, -7%, -4%, 0.3, 0%, -21%, -13%, ?
[20] Cc1cccc(NC(=O)c2cc3c(=O)n4ccccc4nc3n2C)c1C
  ?, -11%, /, -2%, -0.6, -1%, 0%, -12%, -11%
[21] c1ccc2cc(C3N4CCCN34)ccc2c1 (stereo unspecified)
  49%, 50%[activator], 23%, -7%, -1.7, 8%, -5%, 1%, -5%
[22] CCCOP(=O)(c1ccc(N(C)C)cc1)C(O)c1c(Cl)cccc1Cl (stereo unspecified)
  45%, 111%[activator], 2%, -8%, -0.7, 4%, 1%, -3%, -12%
[23] Cc1cc(C)c2c(ccc3cccc[n+]32)c1
  /, 3%[58.9 µM], /, /, /, 3%, /, -3%, -10%
[24] CC(=O)OC1(c2ccccc2)CCN(C)CC1(C)C (stereo unspecified)
  6%, -1%, 5%, 1%, 2.7, -3%, 2%, 4%, -16%&-4%
[25] COC(=O)C1=C(c2ccc(-c3ccccc3)c(F)c2)C[C@@H]2CC[C@H]1N2C(=O)NCCc1ccccc1
  /, ?, -20%, /, 1.6, -1%, /, -8%, -9%
[26] O=C(c1ccccc1F)c1cn(Cc2ccccc2)c2ccccc12
  11%, -6%, -7%, -9%, 0.2, 13%, ?, -5%, -25%
[27] C[C@H]1O[C@@H](O[C@H]2[C@@H](O)C[C@H](O[C@H]3[C@@H](O)C[C@H](O[C@H]4CC[C@@]5(C)[C@H](CC[C@@H]6[C@@H]5CC[C@]5(C)[C@@H](C7=CC(=O)OC7)CC[C@]65O)C4)O[C@@H]3C)O[C@@H]2C)C[C@H](O)[C@@H]1O
  -2%, -13%, -1%&1%, 0%, 0.5, -5%, -6%, -24%, /
[28] CC(=O)N(C1=NCCCS1)c1ccccc1Cl
  2%, 2%, 5%, -3%, 0.1, -10%, -12%, -7%, -2%
[29] CNCC(C)c1ccccc1 (stereo unspecified)
  -18%, 31%[activator], -1%, 1%, 0.5, -1%, -6%, 5%, -11%
[30] O=C1C2(c3ccccc3)CN3CN(C2)CC1(c1ccccc1)C3
  -1%, 30%, -7%, -4%, 0.5, 7%, -12%, -2%, 3%
[31] CN1C[C@H](CO)C[C@@H]2c3cccc4[nH]cc(c34)C[C@H]21
  -2%, 17%, 6%, -12%, 0.4, 8%, 3%, 12%, 3%
[32] CC1(C)CSC(Nc2ccc(F)c(Cl)c2)=N1
  14%, 15%, 1%, 1%, -0.4, 1%, ?, -16%, -22%
[33] O=C(NC1(C(F)(F)F)Oc2ccc(Cl)cc2O1)N1CCC2(CC1)OCCO2 (stereo unspecified)
  14µM*, 13%, -9%, -1%, -0.2, -4%, ?, 0%, ?
[34] CCCCCCC(C)OC(=O)COc1ccc(Cl)cc1Cl (stereo unspecified)
  /, /, -1%, 1%, /, /, -10%, -11%[60.1 µM], /
[35] CCc1ccccc1NC(=O)CN1CCN(C(=O)COc2ccccc2C#N)CC1
  /, -21%, 54%[activator], /, 0.2, -15%, /, -1%, 176%[activator]
[36] O=C1NC(=S)NC(=O)C12C(c1ccccc1)NC(=S)NC2c1ccccc1 (stereo unspecified)
  1%, 20µM*, 1%, -2%, 0.0, 0%, -6%, -6%, ?
[37] COC(=O)C1=C(c2ccc(F)cc2OCc2ccccc2)C[C@@H]2CC[C@H]1N2C(=O)NCc1cccc(C(F)(F)F)c1
  /, 36%[activator], 16%, /, 0.7, 8%, /, 5%, -1%
[38] COc1cc(C(C)=O)ccc1OCc1cc(C(=O)N(C)CCC2CCCCO2)no1 (stereo unspecified)
  0%, 27%, 89%[activator], -2%, 0.7, 0%, ?, -6%, 11%
[39] CC1CCC(NCC(O)c2ccccc2)CC1 (stereo unspecified)
  -1%, 34%[activator], -2%, 0%, 1.5, 3%, -5%, -6%, 15%
[40] CC(=O)C1CCC2(O)C3CCC4=CC(=O)CCC4(C)C3CCC12C (stereo unspecified)
  /, 16%, /, /, /, 11%, /, -11%, 7%
[41] CCOP(=O)(OCC)Oc1cc(C)c(N(C)C)c(C)c1
  ?, 21%, 61%[activator], -3%, -1.3, 7%, 0%, 0%, ?
[42] CC12CN3CCN(CC(C3)/C1=N/NC(N)=O)C2
  3%, 6%, 3%, 1%, 1.2, 14%, -3%, -3%, 0%
[43] C=CCN1CCC2(C)c3cc(O)ccc3C[C@H]1[C@H]2C
  /, /, -2%, 4%, /, /, /, -6%[19.4 µM], 18%
[44] OCc1cccc[n+]1CCc1ccccc1
  /, 14%, /, /, /, 26%, /, -13%, ?
[45] CC[C@@H](CO)NC(=O)[C@@H]1C=C2c3cccc4[nH]cc(c34)C[C@H]2N(C)C1
  /, 47%[activator], ?, -17%, /, -16%, /, -12%, -14%
[46] C=CCn1c(O)c(C(C)=Nc2ccc(N(CC)CC)cc2)c(=O)[nH]c1=O
  -6%, 4%, -4%, -5%, -1.3, 0%, -15%, 0%, 0%
[47] O=C(C1CCCN(S(=O)(=O)c2cccc3nsnc23)C1)N1CCC2(CC1)OCCO2 (stereo unspecified)
  6%, 18%, 14%, 1%, 0.9, 2%, 3%, 0%, 290%[activator][57.4 µM]
[48] C[C@@]12CCC(OS(=O)(=O)O)C[C@@H]1CCC1C2CC[C@]2(C)C(=O)CCC12 (stereo partly specified)
  /, /, 3%, 2%, /, /, 0%, 0%[60.1 µM], 12%
[49] CN(C)/C=C(\C=[N+](C)C)c1[nH]ncc1[N+](=O)[O-]
  0%, 88%[activator], 3%, 1%, 0.2, 7%, -4%, 3%, 0%
[50] O=[N+]([O-])c1cc(S(=O)(=O)c2ccc(O)c([N+](=O)[O-])c2)ccc1O
  11µM*, 18µM*, ?, 40%[activator], 0.6, -2%, 5%, 45µM*, ?
